# Screening results: PubChem, National Center for Advancing Translational Sciences (NCATS)
# JMJD2A Tudor inh = JMJD2A Tudor domain (human) inhibition; O75164; AlphaScreen JMJD2A-Tudor / H3K4me3 peptide binding; Potency, µM (titrated, usually from 114 µM), for the others: at the top dose activity change, negative = inhibition, hits mostly inhibitors; 390,000 compounds, 4.4% hits; also: % is scaled to controls: 0 for no effect and ±100 for the full control effect; nearly all actives have a fitted effect of over 50% in size
# 12-LOX inh = ALOX12 (human) lipoxygenase inhibition | P18054 | purified 12hLO, xylenol orange hydroperoxide absorbance | Potency, µM (top dose mostly 108 µM), inactives show top-dose activity change, negative = inhibition, most hits filed as inhibitors | 580,000 compounds, 1.1% hits | AID 1671190; also: % is scaled to controls: 0 for no effect and ±100 for the full control effect
#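 Hydroperoxide product was detected by ferrous iron/xylenol orange as the 573 to 405 nm absorbance ratio. Arachidonic acid at 40 uM (final) was turned over for 30 min at room temperature by 150 nM human 12hLO, pH 7.0 Hepes buffer, after 15 min compound preincubation.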
# Pin1 inh = inhibitors of human Pin1 | 390,000 compounds, 0.009% hits | Pin1 FP peptide displacement, HiFluor488, 10 min | AID 504891 | Potency, µM (doses to about 115 µM), for inactives: top-dose activity, negative = inhibition, most hits filed as inhibitors | Q13526; active = well fitted inhibition curve with a large enough effect in the polarisation, with a control signal flat, not every such curve was filed as active; inconclusive = small, poorly fitted or top-dose-only effect, or effect the other way, or a change in a side signal; inactive = no such curve, though single readings can be large or run the other way; the % refers to the polarisation; also: % is scaled to controls: 0 for no effect and ±100 for the full control effect
# Target sequence (Q13526 whole entry, looked up): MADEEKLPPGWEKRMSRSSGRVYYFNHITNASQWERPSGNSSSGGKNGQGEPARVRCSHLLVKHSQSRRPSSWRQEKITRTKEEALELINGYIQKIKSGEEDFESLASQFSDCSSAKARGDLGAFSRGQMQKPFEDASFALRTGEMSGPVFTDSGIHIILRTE
# RGS4 inhibitor = human RGS4 inhibition. Transcreener GDP fluorescence polarization, RGS4-accelerated GTP hydrolysis. Potency, µM (highest dose often 114 µM), for inactives: top-dose activity change, negative = inhibition, most hits filed as inhibitors. 390,000 compounds, 0.039% hits; also: % is scaled to controls: 0 for no effect and ±100 for the full control effect; nearly all actives have a fitted effect of over 75% in size; some results filed as inactive show a strong effect at the top dose
#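 MLSMR compounds (23 nl, pin-transferred) preincubated 10 min at room temperature with a 500nM (2x) first reagent, then RGS4 at 900nM (2x) plus Transcreener GDP mix added; fluorescence polarization (620/688 nm) read before and after 90 min at 30 °C.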
# GLS inh = inhibitors of human glutaminase (GLS); O94925; 410,000 compounds, 0.21% hits; GLS enzymatic activity, qHTS titration; Potency, µM (titrated, usually from 45.5 µM), for inactives: at the highest dose activity change, negative = inhibition, actives largely listed as inhibitors; also: % is scaled to controls: 0 for no effect and ±100 for the full control effect
# Target sequence (O94925 whole entry, looked up): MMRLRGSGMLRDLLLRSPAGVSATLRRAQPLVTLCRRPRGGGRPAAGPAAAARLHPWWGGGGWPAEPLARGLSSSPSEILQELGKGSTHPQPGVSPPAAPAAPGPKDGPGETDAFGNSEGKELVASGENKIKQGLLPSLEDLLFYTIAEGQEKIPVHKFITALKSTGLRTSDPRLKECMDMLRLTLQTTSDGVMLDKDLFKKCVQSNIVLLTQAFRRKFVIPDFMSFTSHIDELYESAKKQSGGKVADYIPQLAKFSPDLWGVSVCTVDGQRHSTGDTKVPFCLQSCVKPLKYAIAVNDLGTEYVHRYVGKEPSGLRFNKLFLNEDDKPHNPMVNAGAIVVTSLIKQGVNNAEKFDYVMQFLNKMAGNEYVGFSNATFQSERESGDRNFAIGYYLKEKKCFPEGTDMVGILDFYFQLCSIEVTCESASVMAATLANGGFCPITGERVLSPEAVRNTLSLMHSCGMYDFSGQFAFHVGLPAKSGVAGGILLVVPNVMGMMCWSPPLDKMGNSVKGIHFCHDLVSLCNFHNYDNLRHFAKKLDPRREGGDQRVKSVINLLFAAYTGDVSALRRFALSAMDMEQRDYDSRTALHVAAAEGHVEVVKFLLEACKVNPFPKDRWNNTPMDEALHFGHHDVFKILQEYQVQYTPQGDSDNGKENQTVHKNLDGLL
#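 hKGA in 45 mM KH2PO4 (pH 8.2), 0.02% Tween-20 with compound, then 1mM L-Glutamine (stock as added) plus glutamate oxidase/HRP/Amplex red coupling mix. Fluorescence read initially and after 30 min at RT; signal change reflects glutamate formation.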
# HP1b binding inh = blocks HP1-beta chromodomain binding to methylated histone tails. P83916. Potency, µM (doses to about 114 µM), inactives show top-dose activity change, negative = inhibition, usual class: inhibitors. AlphaScreen HP1-beta / biotin-H3K9me3 peptide binding. 390,000 compounds, 0.56% hits. AID 540317; also: nearly all actives have a fitted effect of over 70% in size; inactives centre near 23
# Target sequence (P83916 whole entry, looked up): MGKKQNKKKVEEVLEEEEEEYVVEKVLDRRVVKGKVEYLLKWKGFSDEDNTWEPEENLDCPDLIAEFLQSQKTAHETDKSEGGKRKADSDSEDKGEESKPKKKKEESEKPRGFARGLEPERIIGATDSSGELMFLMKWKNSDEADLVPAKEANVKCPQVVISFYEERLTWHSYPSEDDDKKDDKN
#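 AlphaScreen: HP1-beta (50 nM) preformed 30 min with biotin-H3(1-18)K9me3 peptide (50 nM) in PBS pH 7.4, 0.01% Tween-20. Compound added for 30 min at RT, then streptavidin donor/nickel chelate acceptor beads (10 ug/mL) for 30 min.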
# PGK inhibitor = blocks T. brucei phosphoglycerate kinase; AID 602233; 380,000 compounds, 0.043% hits; Potency, µM (top dose mostly 57.5 µM), without a hit: at the highest dose activity change, negative = inhibition, actives largely listed as inhibitors; PGK/GAPDH coupled, Kinase-Glo luminescence, 60 min; also: % is scaled to controls: 0 for no effect and ±100 for the full control effect; nearly all actives have a fitted effect of over 60% in size
#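 Luminescent ATP detection (Kinase-Glo Plus) follows a 60-minute room-temperature incubation, with wells lacking PGK as controls. Buffer: 100 mM TEA (pH 7.6), 5 mM MgCl2, 0.01% Tween-20. Coupling enzyme GAPDH (100 nM final) supplies unstable 1,3-BPG in-well.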
# TrxR1 inh = blocks rat thioredoxin reductase 1; 390,000 compounds, 1% hits; Potency, µM (top dose mostly 114 µM), for inactives: top-dose activity change, negative = inhibition, hits mostly inhibitors; O89049; recombinant rTrxR1, NADPH fluorescence consumption, selenite substrate; also: % is scaled to controls: 0 for no effect and ±100 for the full control effect; nearly all actives have a fitted effect of over 65% in size
#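 Rat TrxR1 (90 nM in the dispensed reagent) was pre-reduced with 400 uM NADPH for 5 min at room temperature, then incubated with compound for 15 min. After 400 uM selenite was added, NADPH fluorescence (Ex 340/Em 450 nm) was followed for 8 min.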
# ERG-DNA inh = ERG Ets/DNA interaction inhibition | P11308 | fluorescence polarization, His-ERG Ets domain / labelled DNA | Potency, µM (top dose mostly 76.9 µM), without a hit: top-dose FP activity, negative = inhibition, hits mostly inhibitors | 370,000 compounds, 0.028% hits | AID 624246; active = well fitted inhibition curve with a large enough effect in the polarisation, with a control signal flat; inconclusive = small, poorly fitted or top-dose-only effect, or effect the other way, or a change in a side signal; inactive = no such curve, though single readings can be large or run the other way; the % refers to the polarisation;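 also: polarization taken with two DNA probes labelled with fluorescein and Texas red; % of control where 0% means no effect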
#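 His-tagged ERG Ets domain (1 uM in the protein solution; 300mM KCl, 50mM Tris-HCl, 1mM EDTA, 1mM DTT, pH 7.5) received compound, then a probe mix of 5 nM fluorescein-DNA and 100nM Texas-615-DNA. Fluorescence polarization was read for both dyes.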
# Starred values were filed as active, the others as inactive; i = inactive; ? = inconclusive; / = not tested or not shown; & = joins results of further samples; [ ] = remark or other dose. Unless noted, calls follow the shape of the dose curve; as a rule, active = well fitted curve in the direction sought with a large enough effect; inconclusive = small, poorly fitted or top-dose-only effect, or another doubt; inactive = no such curve, though single readings can be large; an effect the other way counts as inactive or inconclusive. Potency is read from the fitted curve at half-maximal effect. Only part of the results is shown. The share of hits here may be higher or lower than overall.
nr	Molecule	JMJD2A Tudor inh	12-LOX inh	Pin1 inh	RGS4 inhibitor	GLS inh	HP1b binding inh	PGK inhibitor	TrxR1 inh	ERG-DNA inh
1	Cc1ccc(C(=O)N/C(=C/c2ccco2)C(=O)O)cc1	-14%	-15%	?	6%	17%	23%	-1%	-20%	6%
2	CC(=O)NCC(=O)N1CCCC(C(=O)c2ccc(Oc3ccccc3)cc2)C1 (stereo not given)	5%	0%	0%	-19%	-7%	41%[activator]	-2%	7%[57.1 µM]	-6%
3	CCC1(C(=O)OC)CCc2c(cc(OC)c3ccccc23)C1=O (stereo not given)	130%[activator]	3%	-2%	9%	-1%	148%[activator]	-13%	21%	3%
4	COc1ccc(OCC(=O)N2CCN(C(=O)COc3ccccc3)CC2)cc1	6%	0%	-1%	7%	-11%	29%	-12%	-8%	6%
5	CCCCn1cc(S(=O)(=O)c2ccccc2)c(=O)c2cc(F)c(N3CCC(C)CC3)cc21	-13%	-1%	4%	4%	1%	29%	0%	9%	3%
6	FC(F)(F)c1cccc(Oc2nc(-c3ccccc3)nnc2C(F)(F)F)c1	8%	0%	-6%	18%	11%	66%[activator]	i	-8%	1%
7	COc1ccc(-n2cc(-c3ccccc3)c3c(N4CCN(CCO)CC4)ncnc32)cc1	?	?	8%	-8%	19%	-9%	-6%	11%	4%
8	C[C@@H]1CN(c2c(F)c(F)c3c(=O)c(C(=O)O)cn(C4CC4)c3c2F)C[C@H](C)N1	-11%	3%	-4%	2%	1%&2%	17%	-8%	3%	3%
9	CC(C)Oc1ccc(C(=O)OCC(=O)NCCNC(=O)COC(=O)c2ccc(OC(C)C)cc2)cc1	-35%	0%	-3%	-11%	2%	28%	i	-3%	0%
10	CN(CCc1ccccc1)C1CCCN(S(=O)(=O)CC(F)(F)F)C1 (stereo not given)	-26%	?	-7%	-25%	7%	21%	-3%	?	-8%
11	CN(C)CCCNc1ccc(-c2nn(C)c(=O)c3ccccc23)cc1[N+](=O)[O-]	-8%	-2%	3%	3%	0%	29%	6%	16%[57.1 µM]	5%
12	CCOc1ccc(NC(=S)N(CCc2c(C)[nH]c3ccccc23)Cc2cccnc2)cc1	?	-11%	5%	-10%	-3%	-8%	-3%	0%	11%
13	COc1ccc(CN(C)CC(=O)Nc2ccc(N3CCOCC3)cc2)cc1OC	-16%	9%	0%	5%	28%	11%	2%	4%	4%
14	Cc1ccc(S(=O)(=O)N2CCOCC2)cc1C(=O)N1CCN(S(=O)(=O)c2ccccc2F)CC1	-17%	?	-6%	17%	10%	35%	7%	4%	-3%
15	CCOC(=O)c1cnc2ccccc2c1Nc1cccc(OC)c1	15%	-38%&-29%	-2%	15%	-5%	98%[activator]	i	15%[57.1 µM]	4%
16	CCOC(=O)c1c(NC(=O)Cn2c(=O)oc3ccccc32)oc(C)c1C(C)=O	-1%	-5%	4%	25%	15%	13%	-5%	9%[57.1 µM]	-1%
17	CC1(C)CC(=O)C2=C(C1)N(c1cccc(O)c1)C1=C(C2)C(=O)CC(C)(C)C1	8%	-15%	-4%	-2%	-5%	56%	5%	20%[57.1 µM]	0%
18	COc1ccc(Cl)cc1NC(=O)C1CCN(S(=O)(=O)c2ccc(F)cc2)CC1	-6%	-12%	24%	8%	5%	16%	7%	4%	5%
19	CCCCn1c(N)c(N(CC(C)C)C(=O)c2cc3c(s2)CCCCC3)c(=O)[nH]c1=O	0%	?	1%	-14%	1%	25%	-2%	15%	8%
20	O=C(NC1CC(=O)N(c2ccccc2)C1)N1CCN(C(=O)c2ccco2)CC1 (stereo not given)	-3%	9%	6%	-31%	3%	25%	-1%	9%	4%

# More entries follow.
nr	Molecule	JMJD2A Tudor inh	12-LOX inh	Pin1 inh	RGS4 inhibitor	GLS inh	HP1b binding inh	PGK inhibitor	TrxR1 inh	ERG-DNA inh
21	Oc1ccc2oc3c(c2c1/C=N/n1cnnc1)CCCC3	-12%	?	3%	-13%	0%	29%	-3%	22%	5%
22	CC(C)C(=O)Nc1ccc(N2CCN(c3ccc(F)cc3)CC2)cc1	-6%	-27%	5%	7%	0%	33%	0%	11%[57.1 µM]	-8%
23	O=C(CCc1nnc(C2CCCCC2)o1)N1CCN(Cc2ccccc2)CC1	-11%	?	-9%	17%	13%	15%	-26%	5%[11.4 µM]	-24%
24	COc1ccccc1Nc1nc(N)nc(CSc2nc(C)cc(C)n2)n1	-8%	50%[activator]	5%	-38%	1%	12%	-8%	13%	-3%
25	Cc1ccc2c(CNCCc3ccccc3)c(C(=O)O)n(Cc3ccccc3C)c2c1	-14%	-2%	5%	18%	5%	29%	1%	5%	2%
26	Fc1ccc(Nc2ncnc3c2nc2n3CCCC2)cc1	1%	3%	4%	-7%	7%	30%	-10%	-2%	3%
27	CCOc1ccc(N2CC(C(=O)NCc3ccccn3)CC2=O)cc1 (stereo not given)	-6%	14%	2%	-23%	-8%	49%	-7%	8%	3%
28	Cc1cc(C(C)(C)C)oc1C(=O)OCC(=O)NC1CCCCC1	-3%	0%	-3%	24%	12%	43%[activator]	3%	18%	-5%
29	COc1ccc(NC(=O)c2sc(SCc3ccccc3)nc2N)cc1	-36%	0%[57.4 µM]	1%	-9%	-6%	-9%	-6%	16%[57.1 µM]	-4%
30	Clc1cccc(OCCn2cncn2)c1Cl	-3%[11.4 µM]	?	0%	-4%[11.4 µM]	-11%	-35%	0%	4%	11%
31	CCC1CCCCN1C(=O)CSc1n[nH]c(N)n1 (stereo not given)	-9%	-6%	-8%	-16%	21%	30%	i	15%	-18%
32	CCOC(=O)c1[nH]c2ccc(OC)cc2c1NC(=O)c1ccc2c(c1)OCO2	-11%	-25%	1%	-31%	-8%	36%[activator]	i	-5%	3%
33	O=C(CN1C(=O)NC2(CCCCC2)C1=O)Nc1ccc(S(=O)(=O)N2CCOCC2)cc1	-29%[11.4 µM]	-5%	-7%	7%[11.4 µM]	-5%	-4%	0%	12%	5%
34	CCN(C(=O)c1c(C)oc2ncn(CC(C)C)c(=O)c12)c1cccc(Cl)c1	-14%	-30%	-11%	-8%	2%	19%	-8%	9%	3%
35	O=C(CCC(=O)OCc1cccc([N+](=O)[O-])c1)Nc1ccc(F)cc1	-2%	-1%	2%	12%	-2%	52%[activator]	-5%	25%	-3%
36	c1cncc(-c2nc3ccccc3o2)c1	-2%	0%	?	3%	7%	22%	2%	-1%	0%
37	COc1ccc(C(F)(F)F)cc1N/C=C/c1nnnn1-c1ccc2ccccc2c1	1%	111%[activator]	11%	13%	4%	25%	8%	20%[57.1 µM]	-9%
38	CNS(=O)(=O)c1ccc(C(=O)NCC(=O)NCC2COc3ccccc3O2)cc1 (stereo not given)	-15%	0%	-3%	-6%	-3%	17%	0%	13%	2%
39	O=C(NN1C(=O)c2ccccc2NC1c1ccc([N+](=O)[O-])o1)c1ccc([N+](=O)[O-])cc1 (stereo not given)	-18%	?	-11%	-27%	10%	26%	7%	-4%	3%
40	COc1ccc(C(=O)Nc2cccc(C(=O)NCc3ccccc3)c2)cc1	-15%	35%	1%	11%	0%	25%	-7%	27%	-6%
41	COC(=O)CN1C(=O)[C@@H]2[C@H](C1=O)[C@@H]1CC(C(=O)OC)=C[C@@H](C(=O)OC)C3C1=C(C(=O)[C@@]3(C)NC(=O)c1ccccc1)[C@@H]2C (stereo not given in full)	-7%	/	-14%	9%	/	21%	/	6%	/

# Ordered by heavy-atom count (rising): part of the list above.
nr	Molecule	JMJD2A Tudor inh	12-LOX inh	Pin1 inh	RGS4 inhibitor	GLS inh	HP1b binding inh	PGK inhibitor	TrxR1 inh	ERG-DNA inh
36	c1cncc(-c2nc3ccccc3o2)c1	-2%	0%	?	3%	7%	22%	2%	-1%	0%
26	Fc1ccc(Nc2ncnc3c2nc2n3CCCC2)cc1	1%	3%	4%	-7%	7%	30%	-10%	-2%	3%
27	CCOc1ccc(N2CC(C(=O)NCc3ccccn3)CC2=O)cc1 (stereo not given)	-6%	14%	2%	-23%	-8%	49%	-7%	8%	3%
24	COc1ccccc1Nc1nc(N)nc(CSc2nc(C)cc(C)n2)n1	-8%	50%[activator]	5%	-38%	1%	12%	-8%	13%	-3%
23	O=C(CCc1nnc(C2CCCCC2)o1)N1CCN(Cc2ccccc2)CC1	-11%	?	-9%	17%	13%	15%	-26%	5%[11.4 µM]	-24%
37	COc1ccc(C(F)(F)F)cc1N/C=C/c1nnnn1-c1ccc2ccccc2c1	1%	111%[activator]	11%	13%	4%	25%	8%	20%[57.1 µM]	-9%
25	Cc1ccc2c(CNCCc3ccccc3)c(C(=O)O)n(Cc3ccccc3C)c2c1	-14%	-2%	5%	18%	5%	29%	1%	5%	2%
41	COC(=O)CN1C(=O)[C@@H]2[C@H](C1=O)[C@@H]1CC(C(=O)OC)=C[C@@H](C(=O)OC)C3C1=C(C(=O)[C@@]3(C)NC(=O)c1ccccc1)[C@@H]2C (stereo not given in full)	-7%	/	-14%	9%	/	21%	/	6%	/
